TPT1 inh – inhibitors of Candida albicans tRNA 2'-phosphotransferase TPT1 | inhibition, % at 5 µM | 300,000 tested, 0.81% active | AID 1962 | recombinant caTPT1, FP RNA substrate dephosphorylation;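 active means inhibition above the mean of all tested compounds plus 3 SD, set per screening campaign, cut at about 24% in these data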;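 further: plate controls were DMSO alone for no effect and ferristatin control at 100 nM for full effect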
Fh CTSL1 inh – cathepsin L1 inhibition, PFM18AAP counter-screen; 300,000 tested, 0.49% active; AID 1906; recombinant F. hepatica cathepsin L1, Z-Leu-Arg-MCA fluorescence; inhibition, % at 5.96 µM;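 active means inhibition above the mean of all tested compounds plus 3 SD, set per screening campaign, cut at about 17% in these data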;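 further: 0% = plate median of test compound wells and 100% = 1 µM Z-Phe-Ala-diazomethylketone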
proCasp3 act – activates human procaspase-3; P42574; recombinant procaspase-3 D3A, Ac-DEVD-pNA absorbance 405 nm; activation, % at 8.5 µM; 330,000 tested, 0.11% active;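 active means activation above the mean of all tested compounds plus 3 SD, cut at about 21% in these data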;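 further: 0% = DMSO alone and 100% = DMSO wells spiked with extra 5 µM PC-3 D3A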
Target sequence (P42574 whole entry D9A/D28A/D175A): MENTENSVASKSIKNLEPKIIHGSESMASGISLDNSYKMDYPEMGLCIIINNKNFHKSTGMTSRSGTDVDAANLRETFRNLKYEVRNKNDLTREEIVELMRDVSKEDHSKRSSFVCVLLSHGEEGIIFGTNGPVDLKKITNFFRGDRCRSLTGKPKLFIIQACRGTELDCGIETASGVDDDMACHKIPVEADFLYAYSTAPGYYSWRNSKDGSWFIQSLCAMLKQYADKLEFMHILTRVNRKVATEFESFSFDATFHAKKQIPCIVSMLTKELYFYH
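Evaluation: percent activation relative to control range; Material: Procaspase-3 D3A mutant, all three cleavage aspartates alanine; Compound: single dose, 8.5 µM nominal compound, 0.8% DMSO; Replication: one well per compound; Signal: absorbance at 405 nm, 0 and 120 min; Schedule: 1 h preincubation plus 2 h reaction at 25 °C.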
PP1 counter – PP1-alpha (human) inhibition in PP5 counter-screen. P62136. purified PP1alpha, OMFP fluorescence. inhibition, % at 6.7 µM. 320,000 tested, 0.9% active. AID 2235;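 active means inhibition above the mean inhibition of all tested compounds plus 3 SD, computed separately for each screening campaign, cut at about 15% in these data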
Target sequence (P62136 whole entry, looked up): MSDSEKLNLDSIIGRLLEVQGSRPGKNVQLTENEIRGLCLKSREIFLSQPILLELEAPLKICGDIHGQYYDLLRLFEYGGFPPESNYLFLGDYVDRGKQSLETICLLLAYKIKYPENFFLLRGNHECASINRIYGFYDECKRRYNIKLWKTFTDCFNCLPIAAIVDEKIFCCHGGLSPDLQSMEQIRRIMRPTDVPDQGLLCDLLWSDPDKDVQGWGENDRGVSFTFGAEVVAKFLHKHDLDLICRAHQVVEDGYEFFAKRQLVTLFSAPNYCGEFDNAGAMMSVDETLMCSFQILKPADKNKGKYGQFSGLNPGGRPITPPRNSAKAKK
PP5 inh – PP5 (human) phosphatase inhibition; P53041; purified PP5c, OMFP substrate fluorescence; inhibition, % at 6.7 µM; 320,000 tested, 0.18% active;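 active means inhibition above the campaign's mean inhibition across all tested compounds plus 3 SD, cut at about 9.5% in these data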;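 further: 0% = DMSO only and 100% = 100 µM cantharidin control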
Efflux pump mplx – antifungal efflux pump inhibition, Nile Red retention. S. cerevisiae Candida pump triplex. inhibition, % at 10 µM. 330,000 tested, 0.44% active. AID 485275;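 active means plate passing quality check with inhibition over a set limit, or well fluorescence over plate mean plus 4 SD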;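 further: Nile Red retained in pooled yeast measured as flow cytometry median fluorescence; 0% = buffer negative control and 100% = Enniatin B positive control; higher means more Nile Red kept so more efflux inhibition; some compounds called inactive have numbers as strong as hits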
proCasp7 act – activates human procaspase-7, counter-screen for procaspase-3 activators; P55210; activation, % at 8.5 µM; AID 463210; 330,000 tested, 0.093% active; recombinant procaspase-7, Ac-DEVD-pNA absorbance 405 nm; D23A/D198A/D206A triple mutant, cannot self-cleave; scale: DMSO 0, 5 µM enzyme 100;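 active means percent activation above the screen-wide mean plus 3 SD, cut at about 25% in these data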
Target sequence (P55210 whole entry D23A/D198A/D206A): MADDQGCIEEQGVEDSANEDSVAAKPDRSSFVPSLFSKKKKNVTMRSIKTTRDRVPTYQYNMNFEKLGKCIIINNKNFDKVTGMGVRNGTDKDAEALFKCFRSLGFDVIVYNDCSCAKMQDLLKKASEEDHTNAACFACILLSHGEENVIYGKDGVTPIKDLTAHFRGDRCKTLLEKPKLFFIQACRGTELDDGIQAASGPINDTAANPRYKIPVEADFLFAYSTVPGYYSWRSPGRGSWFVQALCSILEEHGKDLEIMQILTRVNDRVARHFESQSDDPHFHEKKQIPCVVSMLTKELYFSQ
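Assay system: Uncleavable procaspase-7 mutant enzyme / Input: 2 µM procaspase-7 mutant as dispensed / Dosing: single nominal 8.5 µM compound dose, 0.8% DMSO final / Timing: 1 h enzyme–compound preincubation and 2 h substrate reaction, both 25 °C / Detection: p-Nitroaniline absorbance at 405 nm, read at 0 and 120 min / Replication: singlicate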
JMJD2C inh – blocks human GASC-1 demethylase activity; 330,000 tested, 0.069% active; inhibition, % at 2.35 µM; GST-JMJD2C(1-420) H3K9me3 demethylation, DELFIA europium;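 active means more than half of a compound's replicate wells show inhibition beyond 50%, single wells judged on their own value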;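 further: signal counts dimethyl H3K9 product captured on neutravidin plate; 0% = median of DMSO wells and 100% = 0.3 times that DMSO median; strong numbers were not always called active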
HCV core dimer – HCV core protein dimerization inhibition; TR-FRET GST/Flag-core106 dimerization, 1536-well; inhibition, % at 5 µM; 300,000 tested, 0.33% active;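 active means inhibition above the mean of all tested compounds plus 3 SD, set per screening campaign, cut at about 45% in these data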
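System – GST-tagged and Flag-tagged HCV core protein residues 1-106 · Repeats – one well for each compound · Technique – TR-FRET 671 and 617 nm emission · Doses – one concentration, 5 µM, in 0.5% DMSO · Times – 4 h, 22.5 °C incubation · Also added – Eu donor and XL665 acceptor anti-tag antibodies · Measure – percent inhibition of core106 dimerization signal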
* hit, by the source's call; x = not tested or not shown.

Each structure is followed by: proCasp3 act	HCV core dimer	JMJD2C inh	Efflux pump mplx	proCasp7 act	PP5 inh	TPT1 inh	Fh CTSL1 inh	PP1 counter
CC(Nc1cccnc1)=C(C#N)C#N
    8	-4	6	0.1	-6	-1.0	-3	-3	-1
COc1cccc(-c2sc3ccc(OC)cc3c2C#CC2(O)CCCCC2)c1
    0	x	-1	1.2	-6	1.3	x	x	-5
Cc1ccc(C)c(OCc2cc(C(=O)N(C)Cc3ccccn3)no2)c1
    -3	3	3	-0.1	2	-2.0	-4	1	1
CCOc1ccc(NC(=O)C(C)NC(=O)c2ccccc2Cl)cc1S(=O)(=O)N1CCCC1 (stereo unspecified)
    2	x	-5	-0.2	-1	0.8	x	x	-4
CNC(=O)[C@H]1O[C@@H](n2cnc3c(NCc4cccc(I)c4)ncnc32)[C@H](O)[C@@H]1O
    -1	-9	9	-0.3	-7	2.4	-4	-2	-1
CCCCN(C)C1CCN(C(=S)Nc2cccc(OC)c2)CC1
    -15	1	4	-0.1	-2	-0.5	0	-1	-2
Cc1cc(OCCCC(=O)N2CCCCC2)cc(C)c1Cl
    -3	0	3	0.0	-6	1.7	-1	-3	2
COc1cccc(-c2cc(C(=O)NC3CC3)c3ccccc3n2)c1
    -2	-1	-17	-0.8	0	-0.7	0	1	-1
COc1ccc(-c2cn(-c3ccc(C)c(Cl)c3)c(=S)[nH]2)cc1OC
    2	-5	-6	1.1	-12	3.7	3	4	2
O=[N+]([O-])c1c(Nc2ccccc2O)cc(N2CCOCC2)c2nonc12
    -6	0	-6	-0.1	-15	-0.3	6	8	5
Cc1cccc(OCC(=O)NCc2ccccc2)c1
    5	-2	5	0.0	-3	-0.1	-3	0	-2
O=C(Nc1cccc(S(=O)(=O)NC2=NCCCCC2)c1)c1cccnc1Cl
    2	-2	-6	-0.3	2	-1.2	-1	-1	-2
COc1ccccc1NC(=O)COn1nnc2ccc(S(=O)(=O)N3CCOCC3)cc21
    -1	-7	-22	0.0	0	2.4	-3	-2	0
O=C(N/N=C(\CC(=O)c1cccs1)C(F)(F)F)c1cccnc1
    2	1	3	0.1	-3	2.9	4	3	-3
COC(=O)c1c(NC(=O)c2ccc(N(C)S(=O)(=O)c3ccc(C)cc3)cc2)sc2c1CCCC2
    6	7	-2	0.5	4	2.3	-1	2	-3
COc1ccc(C(=O)Nc2cc(Cl)ccc2Cl)c(OC)n1
    4	-5	-2	0.2	0	3.4	0	-1	-3
COc1ccc(CC(=O)Nc2ccc(S(=O)(=O)N(C)C3CCN(C)CC3)cc2)cc1
    4	x	x	0.1	-7	0.4	x	x	-2
CCNC(=O)c1ccccc1SCc1ccccc1
    -9	-12	-8	0.0	-5	-8.8	0	9	2
CCCN(C(=S)Nc1ccccc1)C1CCS(=O)(=O)C1 (stereo unspecified)
    -4	-1	7	0.1	16	-0.1	-7	-4	-6
Cc1ccc2c(c1)[C@H]1[C@H](CO2)[C@H](c2ccccc2)[C@]2(C)C(=O)NCC(=O)N12
    5	x	-2	-0.1	6	-0.6	x	x	-7
O=C(c1ccccc1)c1ccc(N2CCN(C(=O)c3cccc(F)c3F)CC2)c(F)c1
    1	16	2	0.0	-15	1.0	-4	2	-1
CCc1nnc(NS(=O)(=O)c2ccc(NCc3cc(Cl)ccc3O)cc2)s1
    -12	14	-7	0.0	8	1.4	-1	-3	3
O=C(CCCN1C(=O)/C(=C/c2cccs2)SC1=S)Nc1ccc(C(=O)O)cc1
    -9	1	6	-0.5	3	-0.2	0	1	-3
CCN1CCCC(NC(=O)c2cc([N+](=O)[O-])ccc2OC)C1 (stereo unspecified)
    -10	1	-35	0.1	7	4.2	2	-1	-2
Cc1nn(-c2ccc(F)cc2)c(Cl)c1/C=N/NC(=O)c1ccc(O)cc1
    3	1	4	0.0	6	1.8	0	3	4
COc1ccnc(CSC(N)=Nc2ccccc2C(F)(F)F)c1
    2	4	2	-0.7	17	-0.2	-1	-4	-3
COc1ccccc1C(=O)N(Cc1ccc(C)o1)C1CCS(=O)(=O)C1 (stereo unspecified)
    4	-3	-10	-0.3	0	0.5	-1	0	-1
COc1ccc(C(=O)N/N=C/c2sc(=O)n(Cc3cccc(C(=O)O)c3)c2Cl)cc1
    -9	-2	14	-0.1	-22	3.8	2	4	-4
CCCCCCCCCCCC(=O)NC(C(=O)OCC)C(O)c1cccc([N+](=O)[O-])c1 (stereo unspecified)
    -5	2	29	0.1	12	3.4	-3	3	2
Cc1cc(NC(=O)c2ccc(NC(=O)C3CCCO3)cc2)ccc1Br (stereo unspecified)
    0	0	13	-0.3	8	6.0	4	-3	-2

Of the compounds above, two contain a CF3 group.
Each structure is followed by: proCasp3 act	HCV core dimer	JMJD2C inh	Efflux pump mplx	proCasp7 act	PP5 inh	TPT1 inh	Fh CTSL1 inh	PP1 counter
O=C(N/N=C(\CC(=O)c1cccs1)C(F)(F)F)c1cccnc1
    2	1	3	0.1	-3	2.9	4	3	-3
COc1ccnc(CSC(N)=Nc2ccccc2C(F)(F)F)c1
    2	4	2	-0.7	17	-0.2	-1	-4	-3

The list goes on.
Each structure is followed by: proCasp3 act	HCV core dimer	JMJD2C inh	Efflux pump mplx	proCasp7 act	PP5 inh	TPT1 inh	Fh CTSL1 inh	PP1 counter
CCCOc1ccc(C2c3c(oc4cc(C)c(C)cc4c3=O)C(=O)N2CCCN(C)C)cc1 (stereo unspecified)
    -6	4	7	0.3	-38	2.3	5	4	-6
COC(CNC(=O)c1ccc2c(c1)nc(C)n2-c1ccc(F)c(F)c1)OC
    5	0	10	-0.2	4	1.9	1	3	-1
O=C(O)CN1C(=O)/C(=C\c2ccccc2OCc2ccc(F)cc2)SC1=S
    -17	21	17	0.1	-24	1.5	2	-2	9
CCCCCN1C(=O)Cn2c(nc3ccccc3c2=O)C1C (stereo unspecified)
    9	-5	5	-0.1	14	3.3	-3	-3	1
CCCC(=O)Nc1ccc(Cl)c(NC(=O)CC)c1
    4	-3	-30	-0.2	13	3.1	-4	-1	-1
Cc1onc(-c2ccccc2)c1C(=O)N/N=C/c1cn(C)c2ccccc12
    2	1	-5	0.1	3	1.9	-4	0	0
Cc1ccc(N/C(N)=N/c2nc(C)cc(N3CCCCC3)n2)c(C)c1
    -2	-1	-10	0.3	-1	1.2	5	1	2
Cc1cccc(N/C(N)=N/c2nc(C)c(Cc3ccccc3)c(=O)[nH]2)c1
    6	6	-10	0.1	4	0.1	3	3	-5
COc1ccc2c(c1)CCc1cc(C(=O)O)sc1-2
    6	-1	21	0.0	-3	1.6	2	1	-1
Nc1nc(Cl)cc(N2CCC(c3cc(-c4ccc(Cl)cc4Cl)n[nH]3)CC2)n1
    2	-3	-1	0.0	5	2.7	2	0	-2
CC(C)n1c(SCC(=O)Nc2ccccc2)nc2c1c(=O)[nH]c(=O)n2C
    -1	4	26	0.0	5	-0.1	-1	4	-2
Cc1ccc(/C=N/NC(=O)CCCOc2ccc(Cl)cc2Cl)cc1[N+](=O)[O-]
    -2	5	-7	0.6	3	4.7	1	-1	4
O=c1oc2c3c(nn2c2ccccc12)CCCC3
    11	-1	-4	0.0	-1	-1.9	-1	4	-4
CCOC(=O)c1c(CN(C)C)n(-c2ccccc2)c2cc(Br)c(O)cc12
    4	-5	-6	0.0	1	-1.8	-1	0	-3
CC(=O)c1ccc(NC(=S)NNC(=O)c2ccccc2[N+](=O)[O-])cc1
    3	-6	-15	0.0	-7	1.4	-1	3	-1
CCCOC(=O)c1[nH]c2c(c1C)C(=O)CC(c1cccs1)C2 (stereo unspecified)
    0	5	0	0.0	-3	0.8	2	2	0
Cc1ccc(C(C[N+](=O)[O-])c2c(-c3ccccc3O)[nH][nH]c2=O)cc1 (stereo unspecified)
    -2	-13	2	-9.9	-10	0.4	-2	4	3
O=C(O)c1cccc(CSc2nnc(Cc3ccccc3)o2)c1
    -6	-15	-5	0.0	2	-3.6	-1	9	-2
Cc1cccc2nc3ccccc3cc12
    -6	-2	0	0.1	12	0.4	-1	0	-7
Nc1nn(-c2ccccc2)nc1C(=O)OCc1ccccc1F
    -8	0	5	0.2	6	1.0	1	5	0
O=C(NCCc1ccccc1Cl)c1ccc2nc3ccccc3c(=O)n2c1
    -1	-2	11	0.0	-1	0.3	-1	2	1
COCCNC(=O)CC(=O)N/N=C/c1cccc(C(=O)OC)c1
    5	-1	16	0.2	7	-0.6	-3	0	-5
S=c1[nH]nc(C2CC2c2ccc(Cl)cc2)n1-c1ccc(Cl)cc1 (stereo unspecified)
    -12	3	-8	0.2	-18	1.0	2	1	3
CCOc1ccc(N2C(=O)c3ccccc3C2=O)cc1
    -2	2	1	0.0	6	-0.7	-5	-3	-5

Entries above that contain a thiophene ring, fused or not:
Each structure is followed by: proCasp3 act	HCV core dimer	JMJD2C inh	Efflux pump mplx	proCasp7 act	PP5 inh	TPT1 inh	Fh CTSL1 inh	PP1 counter
COc1cccc(-c2sc3ccc(OC)cc3c2C#CC2(O)CCCCC2)c1
    0	x	-1	1.2	-6	1.3	x	x	-5
O=C(N/N=C(\CC(=O)c1cccs1)C(F)(F)F)c1cccnc1
    2	1	3	0.1	-3	2.9	4	3	-3
COC(=O)c1c(NC(=O)c2ccc(N(C)S(=O)(=O)c3ccc(C)cc3)cc2)sc2c1CCCC2
    6	7	-2	0.5	4	2.3	-1	2	-3
O=C(CCCN1C(=O)/C(=C/c2cccs2)SC1=S)Nc1ccc(C(=O)O)cc1
    -9	1	6	-0.5	3	-0.2	0	1	-3
COc1ccc2c(c1)CCc1cc(C(=O)O)sc1-2
    6	-1	21	0.0	-3	1.6	2	1	-1
CCCOC(=O)c1[nH]c2c(c1C)C(=O)CC(c1cccs1)C2 (stereo unspecified)
    0	5	0	0.0	-3	0.8	2	2	0

Structures shown so far that contain an aryl thioether with sulfur outside any ring:
Each structure is followed by: proCasp3 act	HCV core dimer	JMJD2C inh	Efflux pump mplx	proCasp7 act	PP5 inh	TPT1 inh	Fh CTSL1 inh	PP1 counter
CCNC(=O)c1ccccc1SCc1ccccc1
    -9	-12	-8	0.0	-5	-8.8	0	9	2
CC(C)n1c(SCC(=O)Nc2ccccc2)nc2c1c(=O)[nH]c(=O)n2C
    -1	4	26	0.0	5	-0.1	-1	4	-2
O=C(O)c1cccc(CSc2nnc(Cc3ccccc3)o2)c1
    -6	-15	-5	0.0	2	-3.6	-1	9	-2

Screening results (PubChem)
